PAFAH1B2 FP inh = blocks human PAF acetylhydrolase 1b catalytic subunit 2; AID 492953; recombinant PAFAH1B2, FP-rhodamine activity probe, fluorescence polarization; inhibition, % at 3.39 µM; P68402; 340,000 compounds, 1.2% hits;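 active means inhibition above the mean of all tested compounds plus 3 SD, cut at about 24% in these data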;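 further: 0% = enzyme with DMSO and 100% = wells lacking PAFAH1B2; many of its hits are not listed in these tables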
PME-1 primary = blocks human protein phosphatase methylesterase 1; inhibition, % at 5.9 µM; recombinant PME-1, FP-Rh probe fluorescence polarization; AID 2130; Q9Y570; 320,000 compounds, 0.53% hits;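 active means inhibition above the campaign mean of all compounds plus 3 SD, cut at about 26% in these data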;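 further: competitive labeling of PME-1 active site by serine hydrolase directed probe; 0% = PME-1 with DMSO and 100% = wells lacking PME-1 enzyme; inhibitors block probe labeling so polarization falls and inhibition rises; many of its hits are not listed in these tables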
Target sequence (Q9Y570 whole entry, looked up): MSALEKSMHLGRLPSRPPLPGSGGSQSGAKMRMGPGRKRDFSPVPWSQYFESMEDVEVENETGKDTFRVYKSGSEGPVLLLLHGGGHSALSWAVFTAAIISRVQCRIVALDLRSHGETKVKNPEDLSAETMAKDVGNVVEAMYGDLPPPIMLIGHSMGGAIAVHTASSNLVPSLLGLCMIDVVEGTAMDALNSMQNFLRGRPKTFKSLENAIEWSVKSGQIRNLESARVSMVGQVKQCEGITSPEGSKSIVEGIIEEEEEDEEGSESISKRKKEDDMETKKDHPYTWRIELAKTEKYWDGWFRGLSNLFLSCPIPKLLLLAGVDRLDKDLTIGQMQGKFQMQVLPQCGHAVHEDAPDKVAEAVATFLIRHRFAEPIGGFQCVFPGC
pPAFAH inh = inhibitors of human plasma PAF acetylhydrolase (pPAFAH); recombinant pPAFAH, FP-rhodamine probe fluorescence polarization; inhibition, % at 3.39 µM; 330,000 compounds, 1.5% hits; AID 463082;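 active means inhibition above the mean inhibition across the screen plus 3 SD, cut at about 25% in these data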;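 further: inhibitors block binding of the rhodamine activity-based probe so polarization drops; 0% = enzyme with DMSO and 100% = wells lacking pPAFAH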
PAD4 inh = blocks human protein arginine deiminase 4. recombinant PAD4, RCA probe fluorescence polarization. inhibition, % at 6.36 µM. AID 485272. Q9UM07. 330,000 compounds, 0.41% hits;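 active means percent inhibition above a cutoff equal to the mean of all tested compounds plus 3 SD, cut at about 15% in these data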;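 further: 0% = PAD4 with RCA probe and DMSO and 100% = probe without PAD4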
Target sequence (Q9UM07 whole entry, looked up): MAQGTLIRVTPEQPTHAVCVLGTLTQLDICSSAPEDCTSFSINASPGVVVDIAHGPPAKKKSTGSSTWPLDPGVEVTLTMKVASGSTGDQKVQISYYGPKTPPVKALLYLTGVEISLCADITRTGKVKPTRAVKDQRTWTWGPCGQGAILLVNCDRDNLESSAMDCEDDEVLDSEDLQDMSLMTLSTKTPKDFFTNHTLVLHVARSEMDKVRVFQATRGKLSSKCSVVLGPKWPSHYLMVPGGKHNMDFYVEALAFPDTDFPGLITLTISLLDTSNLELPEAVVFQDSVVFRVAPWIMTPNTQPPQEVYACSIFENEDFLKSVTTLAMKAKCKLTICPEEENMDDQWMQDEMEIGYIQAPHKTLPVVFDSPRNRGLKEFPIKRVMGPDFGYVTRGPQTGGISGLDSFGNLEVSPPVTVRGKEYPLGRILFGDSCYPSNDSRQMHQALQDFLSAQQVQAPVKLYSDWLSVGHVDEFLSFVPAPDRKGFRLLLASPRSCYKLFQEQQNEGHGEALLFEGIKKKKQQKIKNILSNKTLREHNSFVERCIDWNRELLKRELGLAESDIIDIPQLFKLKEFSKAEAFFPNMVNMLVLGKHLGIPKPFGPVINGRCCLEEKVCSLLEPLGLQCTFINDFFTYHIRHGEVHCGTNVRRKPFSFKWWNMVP
LYPLA1 counter = LYPLA1 (human) inhibition in PME1 counter-screen. O75608. recombinant LYPLA1, FP-Rh probe fluorescence polarization. inhibition, % at 5.9 µM. 320,000 compounds, 0.16% hits. AID 2174;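 active means inhibition above the mean of all tested compounds plus 3 SD, set per campaign, cut at about 14% in these data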;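 further: inhibitors block serine hydrolase probe labeling of LYPLA1 so polarization falls; 0% = enzyme with DMSO and 100% = wells lacking LYPLA1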
PREPL inh = inhibitors of human prolyl oligopeptidase-like enzyme PREPL; Q4J6C6; recombinant PREPL, fluorescence polarization activity-based probe; inhibition, % at 5.96 µM; 320,000 compounds, 0.68% hits; in the data active means inhibition above about 43%;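 further: 0% = enzyme with DMSO and 100% = wells lacking enzyme; many of its hits are not listed in these tables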
PAFAH1B3 FP inh = blocks human PAF acetylhydrolase 1B catalytic subunit 3. 340,000 compounds, 0.28% hits. recombinant PAFAH1B3, FP-rhodamine probe, fluorescence polarization. inhibition, % at 3.39 µM. AID 492972. Q15102;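 active means inhibition above the screen-wide average of all tested compounds plus 3 SD, cut at about 25% in these data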;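 further: 0% = enzyme with DMSO only and 100% = wells lacking PAFAH1B3 protein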
GSTO1 inh = blocks human GSTO1 in RBBP9 counter-screen; P78417; recombinant GSTO1, activity-based probe fluorescence polarization; inhibition, % at 5.96 µM; 300,000 compounds, 1.1% hits;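 active means inhibition above the campaign mean inhibition plus 3 SD, cut at about 35% in these data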;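 further: 0% = GSTO1-1 with DMSO and 100% = wells lacking GSTO1-1 enzyme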
LYPLA2 counter = counter-screen for PME1 inhibitors: inhibitors of human LYPLA2; O95372; recombinant LYPLA2, FP-Rh probe fluorescence polarization; inhibition, % at 5.9 µM; 320,000 compounds, 0.38% hits; AID 2177;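 active means inhibition above the screen-wide mean plus 3 SD, limit set per campaign, cut at about 26% in these data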;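 further: 0% = LYPLA2 with DMSO and 100% = wells lacking LYPLA2 enzyme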
Active calls of the source: *; x = not tested or not shown.

SMILES	PAFAH1B2 FP inh	PME-1 primary	pPAFAH inh	PAD4 inh	LYPLA1 counter	PREPL inh	PAFAH1B3 FP inh	GSTO1 inh	LYPLA2 counter
CN(C(=O)c1cc2sccc2n1C)C1CCCCC1	1	4	-1	2	-1	15	9	-1	3
COCc1nc2ccccc2n1Cc1ccccc1C	-1	-2	-2	1	3	-10	9	11	7
CC(C)(C)NC(=O)c1nc2ccccc2s1	3	3	4	6	0	-3	0	-1	2
Cc1cc[n+](C2=C([O-])c3ccccc3C(=O)/C2=N\S(=O)(=O)c2cccs2)cc1C	-4	-2	1	6	0	-1	-4	90*	-1
COc1cc(/C=C/C(=O)Nc2ccc3[nH]c(=O)[nH]c3c2)cc(OC)c1OC	4	2	7	-1	1	-1	6	-17	-3
CCOC(=O)C(=O)N/N=C/c1ccc(F)cc1	3	-7	-5	2	0	-8	4	0	7
Cc1cc(OCCN2CC(C)OC(C)C2)ccc1[N+](=O)[O-] (stereo unspecified)	4	2	1	-6	1	19	2	4	-1
CCOc1cc(CNCCO)c(Cl)cc1OCC(=O)NCCc1ccccc1	6	5	4	-1	1	0	7	3	4
O=c1c2ccc(Cl)cc2nc2n1CC/C2=C\c1cccc(O)c1	-3	-8	1	-3	-5	4	-14	-17	-8
CC(=O)c1c(N2CCN(C)CC2)[nH]c(-c2ccccc2)nc1=S	2	6	3	-7	1	12	-1	2	9
COC(=O)c1ccc(NC(=O)Cn2nc(C)cc2C)cc1	0	0	4	-2	-1	8	-6	7	-1
O=C(O)COc1ccccc1/C=N/NC(=O)CSc1nc2ccccc2c(=O)n1-c1ccc(Cl)cc1	-4	-10	1	2	-3	5	4	-2	-7
Fc1cccc(COc2ccccc2C(=S)N2CCCC2)c1	4	7	2	-3	-1	5	14	-6	5
O=C(NCC(c1cccs1)N1CCOCC1)c1cc(-c2ccccn2)nc2ccccc12 (stereo unspecified)	4	0	-2	1	1	-9	5	2	9
CC(C)Cc1nnc(NC(=O)C2CC(=O)N(c3ccc4c(c3)OCCO4)C2)s1 (stereo unspecified)	-1	-2	7	0	0	4	3	x	3
N#Cc1c(-c2ccc(Cl)cc2)nc2n(c1=O)CCCS2	5	-5	10	3	0	-2	5	-3	1
CCCCCN(C(=O)CCC(=O)OCc1cc(C(C)=O)ccc1OC)c1c(N)n(CCCC)c(=O)[nH]c1=O	-3	2	-3	-1	-1	-6	0	-3	-1
CCOC(=O)CSc1nc(-c2ccccc2)nc2c1oc1ccccc12	-1	3	-1	0	-3	4	-4	13	1
CC(=O)Nc1ccc(C(=O)OCC(=O)NCc2ccc(Cl)cc2)cc1	x	1	5	-2	3	-15	x	13	3
O=C(NCc1ccco1)c1cnc2ccccn2c1=O	2	5	-1	4	3	4	6	-2	-3
O=C(O)CNC(=S)N(Cc1ccccc1Cl)C1CCCCC1	3	3	-1	-2	3	14	5	-1	7
O=C(Cc1ccccc1)Nc1cccc(S(=O)(=O)N2CCCCCC2)c1	-2	1	0	0	-3	17	3	x	-1
CN1CC=C2C(C#N)=C(N)C(C#N)(C#N)[C@H](c3cccs3)[C@H]2C1	8	6	11	8	3	7	5	11	3
CC(Sc1nncn1C)C(=O)NCc1ccc2c(c1)OCO2 (stereo unspecified)	0	0	-2	4	1	11	11	8	7
COc1ccc(N(C(=O)Cn2nnc3ccccc32)C(C(=O)NCc2ccco2)c2cccnc2)cc1 (stereo unspecified)	7	0	-3	-3	1	-9	0	-1	-1
COc1cccc(CC2CC(=O)N(c3ccc4c(C)cc(=O)oc4c3)C2=O)c1 (stereo unspecified)	0	5	5	0	1	6	4	-2	3
CCn1c(-c2cc(-c3ccccc3OC)nc3ccccc23)n[nH]c1=S	-2	-5	3	-2	-3	-2	-7	-4	5
Cc1ccc(C)c2[nH]c(=O)c(CCNC(=O)c3ccc(Br)o3)cc12	6	1	3	0	0	1	10	-5	-2
CC1=CC(C)(C)N(C(=O)CN2C(=O)c3ccccc3C2=O)c2ccccc21	-1	2	7	-5	-5	-2	5	-3	-4
Cc1ccc2c(c1)-c1cc(C)nn1C(c1ccc3c(c1)OCO3)N2 (stereo unspecified)	3	-6	-1	-4	-4	10	-8	-1	0
c1ccc(-c2sc3ccccc3c2-c2ccc(OCCN3CCCC3)cc2)cc1	-7	x	7	-1	x	2	5	x	x
Cc1noc(C)c1C(=O)OCC(=O)C12CC3CC(CC(C3)C1)C2	10	-3	-1	-2	4	4	1	1	2
COCc1cc(C)nc(OCC(=O)N/N=C/c2cccc(OC)c2)c1C#N	6	3	2	-6	0	-1	6	0	3
Cc1nn(C2CCS(=O)(=O)C2)c(Cl)c1/C=C/C(=O)OCC(=O)Nc1ccccc1OC(F)F (stereo unspecified)	4	6	0	-4	-4	-5	-3	4	2
O=C(NNc1cc(Cl)ccc1Cl)c1c(F)cccc1Cl	2	2	0	-1	3	-5	1	-6	2
C=CCN=C1S/C(=C/c2ccc([N+](=O)[O-])cc2)C(=O)N1CC=C	2	2	10	3	4	7	4	-5	1
CCN(CC)CCC(=O)Nc1ccc2c(c1)N(C(=O)CN(CC)CC)c1ccccc1CC2	1	-4	0	0	4	21	-4	16	5
O=C1CC(c2ccc(F)cc2)CC2=C1C(c1ccc([N+](=O)[O-])o1)Nc1ccccc1N2 (stereo unspecified)	3	6	2	0	-2	22	6	1	-1
CCC(=O)N(C)CCc1cc2c(c(OC)c1/C=N/Nc1ccc(C(=O)O)cc1)OCO2	4	-3	0	-1	1	-1	-3	9	5
COc1ccccc1N1CCN(C2CC(=O)N(c3cccc(Cl)c3)C2=O)CC1 (stereo unspecified)	-1	3	4	1	2	13	-1	8	-1
NNC(=O)COc1cccc(C(F)(F)F)c1	6	4	0	2	2	-3	5	1	4
COc1ccc(OC)c(NC(=O)CNC(=O)Cn2c(C)cc3ccccc3c2=O)c1	-6	-2	-3	-1	-2	8	3	-8	-6
COc1ccc(NC(=O)CN(C)CC(=O)NCc2ccc(C)cc2)cc1	0	-3	2	3	-3	5	-1	x	-6
COc1cccc(C2=NN(C(=O)c3ccco3)C(O)(C(F)(F)F)C2)c1 (stereo unspecified)	2	0	6	2	0	-3	5	1	-2
COc1ccc2c(c1)C(=O)N(CCc1ccc(S(=O)(=O)NC(=O)NC3CCCCC3)cc1)C(=O)C2(C)C	10	-1	3	-2	1	-6	10	-2	0
O=C(N/N=C/c1coc2ccccc2c1=O)c1cn(-c2ccccc2)nc1-c1ccc(F)cc1	6	-4	3	2	2	15	8	6	7
S=C(NCCC1=CCCCC1)Nc1ccc(Cl)cc1	-1	5	-3	1	5	5	6	7	8
CC(NC(=O)c1cccs1)c1ccc2c(c1)OCO2 (stereo unspecified)	6	-5	5	4	0	-2	9	1	0
Cc1ccc(O)c(CNc2cnc3ccccc3c2)c1	0	-3	6	2	-4	-4	0	-2	-2
CC(C)(O)C#CC#CCN1CCOCC1	2	-2	0	-2	-4	6	1	11	-6
Cc1cc(C)c(S(=O)(=O)NCC23C=CC(O2)C2C(=O)N(c4ccccc4)C(=O)C23)c(C)c1 (stereo unspecified)	6	6	7	1	-1	-1	-10	2	-2
COc1cc(OC)cc(C(=O)NCCc2cnc[nH]2)c1	4	0	-1	1	3	-1	6	-1	1
COc1ccc(C(=O)Nc2ccc(Cl)cc2C(=O)NCCN2CCOCC2)cc1	2	-4	-2	1	-1	16	2	12	-6
Fc1ccc(-c2cn3cc(C(F)(F)F)cc(Cl)c3n2)cc1	-2	2	10	0	-2	-5	7	-5	0
CN(CCC#N)C(=O)COC(=O)c1ccccc1C(=O)c1ccc(Cl)c([N+](=O)[O-])c1	4	-1	1	-1	0	11	1	9	4
NS(=O)(=O)c1cccc(NC(=O)COC(=O)CCc2ccccc2)c1	9	-2	6	-1	-1	9	-2	11	-3
O=C1/C(=C/c2cccs2)SC(=S)N1CCCC(=O)N(CCO)c1ccccc1	0	3	-1	1	-2	10	-3	12	-5
CCOC(=O)c1cc2c(=O)n3ccccc3nc2n(Cc2ccco2)c1=NC(=O)c1ccccc1OCC	1	4	-1	-7	-4	-6	10	6	-7
Cc1cc(N2C(=O)C(O)=C(C(=O)c3cc4ccccc4o3)C2c2ccc(OC(C)C)cc2)no1 (stereo unspecified)	7	0	6	-7	-4	12	5	-17	-2
CC(C)(C)c1ccc(OCCC(=O)OCC(=O)NC2CC2)cc1	7	2	18	1	2	6	3	x	3

Later entries:
SMILES	PAFAH1B2 FP inh	PME-1 primary	pPAFAH inh	PAD4 inh	LYPLA1 counter	PREPL inh	PAFAH1B3 FP inh	GSTO1 inh	LYPLA2 counter
NNC(=S)Nc1ccccc1Cl	1	1	1	-3	-5	24	2	3	0
CC(=O)Cc1nsc(NC(=O)c2ccc(-c3ccc(Cl)c(Cl)c3)o2)n1	-3	-9	2	1	-7	-18	-1	-26	-9
NS(=O)(=O)c1cccc(NC(=O)CN2CCC(Cc3ccccc3)CC2)c1	0	-7	10	2	2	-4	-3	-5	6
CCOC(=O)c1ccc(S(=O)(=O)N2CCNCC2)cc1	1	-4	0	-2	-4	3	4	8	-8
CC1CCC(NC(=O)CSc2nnnn2C)CC1 (stereo unspecified)	4	2	0	-5	4	-2	-3	x	8
Cn1nc(C(=O)Nc2sccc2C(N)=O)ccc1=O	2	7	3	6	-1	32	7	-9	9
CC(=O)Nc1ccc(NS(=O)(=O)c2ccc3[nH]c(=O)[nH]c3c2)cc1	-4	0	-3	-4	2	11	5	-89	0
Cc1cc(C(=O)N/N=C(\CCC(=O)O)c2cccs2)c2ccccc2n1	0	5	4	-2	2	-5	2	1	2
COc1cc(SC)ccc1C(=O)Nc1nc(C)cc(C)n1	-1	3	4	2	1	5	6	6	2
O=C(Cn1cc([N+](=O)[O-])ccc1=O)NCc1ccc(Cl)cc1Cl	4	6	2	-1	-4	2	5	1	3
CC(C)(C)NC(=O)C(=O)NNC(=O)c1ccco1	2	-7	1	-2	2	0	8	3	5
COc1ccccc1N1CCN(S(=O)(=O)CCNC(=O)C2CC2)CC1	-3	-2	-3	5	-3	27	4	3	-1

Arranged by count of non-hydrogen atoms (lowest first): part of the list above
SMILES	PAFAH1B2 FP inh	PME-1 primary	pPAFAH inh	PAD4 inh	LYPLA1 counter	PREPL inh	PAFAH1B3 FP inh	GSTO1 inh	LYPLA2 counter
CC1CCC(NC(=O)CSc2nnnn2C)CC1 (stereo unspecified)	4	2	0	-5	4	-2	-3	x	8
O=C(Cn1cc([N+](=O)[O-])ccc1=O)NCc1ccc(Cl)cc1Cl	4	6	2	-1	-4	2	5	1	3
CC(=O)Cc1nsc(NC(=O)c2ccc(-c3ccc(Cl)c(Cl)c3)o2)n1	-3	-9	2	1	-7	-18	-1	-26	-9

Next part
SMILES	PAFAH1B2 FP inh	PME-1 primary	pPAFAH inh	PAD4 inh	LYPLA1 counter	PREPL inh	PAFAH1B3 FP inh	GSTO1 inh	LYPLA2 counter
COc1cccc(C(=O)NCC(=O)N/N=C/c2cccnc2)c1	2	-10	2	0	2	1	6	1	2
CCOC(=O)c1ccccc1NC(=O)CSc1ccc(-c2cccnc2)nn1	0	-6	-5	-2	2	12	-4	4	-4
CC(C)COc1ccc(-c2nn(-c3ccccc3)cc2C(=O)Nc2nccs2)cc1	-21	-50	-22	0	-28	-1	-36	-11	-44
CS(=O)(=O)c1ccc(C(=O)OCC(=O)NC23CC4CC(CC(C4)C2)C3)cc1[N+](=O)[O-]	-2	-42	7	-4	-21	-5	-40	-12	-39
CN(C(=O)COC(=O)COc1ccc2ccccc2c1)c1c(N)n(Cc2ccccc2)c(=O)[nH]c1=O	-2	-4	1	3	-2	-12	1	x	-3

This is a subset. The share of hits here may be higher or lower than overall.
